V-ATPase pHluor: alters yeast V-ATPase proton transport | S. cerevisiae, pHLuorin cytosolic pH fluorescence | response, % at 10 µM | 350,000 tested, 0.37% active | AID 504577; in the data active = response mostly above about 7.3%, no sharp cut-off; inactive = mostly below about 5.4%; also: actives read high; inactives centre near 0; some compounds called inactive have numbers as strong as hits; reference of the scale not given here
Keap1 Nrf2 FP: Keap1-Nrf2 (human) interaction inhibition; Keap1 Kelch-Nrf2 peptide fluorescence polarization, 1536-well; Q14145; 340,000 tested, 0.15% active; inhibition, % at 9.4 µM; in the data active = inhibition above about 12%;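 also: human Keap1 Kelch domain with fluorescein labeled Nrf2 9mer peptide probe; 0% = neutral control wells and 100% = peptide positive control; higher means more block of Keap1 binding to Nrf2 peptide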
Target sequence (Q14145 whole entry, looked up, the tested form may be a part): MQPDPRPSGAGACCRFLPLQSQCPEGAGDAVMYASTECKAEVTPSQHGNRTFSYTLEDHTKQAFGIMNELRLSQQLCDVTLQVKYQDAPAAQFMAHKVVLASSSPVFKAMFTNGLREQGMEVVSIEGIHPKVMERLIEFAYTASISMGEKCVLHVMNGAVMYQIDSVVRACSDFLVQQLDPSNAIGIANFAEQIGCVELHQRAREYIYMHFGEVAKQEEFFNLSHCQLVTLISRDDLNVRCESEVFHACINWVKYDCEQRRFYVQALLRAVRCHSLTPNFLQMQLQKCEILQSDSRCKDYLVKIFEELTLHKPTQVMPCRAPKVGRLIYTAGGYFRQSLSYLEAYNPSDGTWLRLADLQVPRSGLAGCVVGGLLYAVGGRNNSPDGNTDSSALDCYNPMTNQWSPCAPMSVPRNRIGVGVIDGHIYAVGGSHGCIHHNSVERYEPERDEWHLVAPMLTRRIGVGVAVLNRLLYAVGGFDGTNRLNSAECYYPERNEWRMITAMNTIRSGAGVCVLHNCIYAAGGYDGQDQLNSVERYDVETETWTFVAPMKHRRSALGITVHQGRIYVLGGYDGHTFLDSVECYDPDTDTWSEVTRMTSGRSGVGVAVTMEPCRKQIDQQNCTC
Cardiac RTF inh: cardiac RTF calcium desensitization. P19429+P45379. IANBD-labeled cardiac RTF, Ca2+ fluorescence. inhibition, % at 7.15 µM. 340,000 tested, 0.12% active. AID 493244;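 active = inhibition above the mean inhibition of all tested compounds plus 3 SD, cut at about 17% in these data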;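 also: assay run at fixed EC70 calcium of 1.6 mM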
cardiac RTF act: cardiac RTF calcium sensitization | IANBD-labeled TnC RTF fluorescence at EC20 calcium; 0% EC20 calcium, 100% full calcium | 340,000 tested, 0.24% active | AID 493008 | activation, % at 7.2 µM | P19429+P45379;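 active = activation above the mean over all tested compounds plus 3 SD, cut at about 30% in these data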;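 also: rise in fluorescence read as greater calcium sensitivity of cardiac thin filaments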
MOR-DOR ag: OPRM1-OPRD1 heterodimerization agonism. cells, luminescence. activation, % at 9.3 µM. P35372+P41143. 340,000 tested, 0.3% active. AID 504326; in the data active = activation above about 18%;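 also: 0% = vehicle-treated cells and 100% = reference agonist; values of inactives mirror those of a sister screen read the other way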
OPRM1-OPRD1 inv: inverse agonists of human mu-delta opioid receptor heterodimerization; AID 504357; P35372+P41143; cell-based MOR-DOR heterodimer luminescence, inverse agonism; inhibition, % at 9.3 µM; 340,000 tested, 0.21% active; in the data active = inhibition above about 22%, passing the limit was not always enough;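 also: 0% = cells with DMSO and 100% = wells without cells with DMSO; values of inactives mirror those of a sister screen read the other way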
HTR5A inv ctr: HTR5A inverse agonism, opioid heterodimer counter-screen; inhibition, % at 9.3 µM; HTR5A cell line, luminescence; 340,000 tested, 0.083% active; P47898; AID 504634; in the data active = inhibition mostly above about 23%, no sharp cut-off; inactive = mostly below about 18%;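 also: 0% = cells with DMSO and 100% = no-cell wells with DMSO; some compounds called inactive have numbers as strong as hits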
Target sequence (P47898 whole entry, looked up): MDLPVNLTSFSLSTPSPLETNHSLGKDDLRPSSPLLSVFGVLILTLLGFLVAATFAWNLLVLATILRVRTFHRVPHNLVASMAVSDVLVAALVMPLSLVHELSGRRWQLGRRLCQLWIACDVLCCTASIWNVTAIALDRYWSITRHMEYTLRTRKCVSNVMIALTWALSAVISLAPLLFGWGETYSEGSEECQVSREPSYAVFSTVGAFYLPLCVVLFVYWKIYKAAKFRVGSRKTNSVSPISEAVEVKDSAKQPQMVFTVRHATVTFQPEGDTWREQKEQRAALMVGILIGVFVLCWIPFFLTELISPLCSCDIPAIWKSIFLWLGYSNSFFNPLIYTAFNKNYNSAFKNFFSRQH
CAL PDZ FP: inhibitors of human CAL PDZ peptide binding; Q9HD26; purified CAL PDZ, TMR-peptide fluorescence polarization, 1 h; 300,000 tested, 0.92% active; inhibition, % at 24.9 µM;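 active = mean inhibition of at least 30% with at least half of replicates also reaching 30%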;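 also: 0% = DMSO neutral control and 100% = excess unlabeled competitor peptide PRC23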
HTR5A ag ctr: counter-screen for OPRM1-OPRD1 agonists: human HTR5A agonism; P47898; HTR5A agonist assay, luminescence, cell-based; activation, % at 9.3 µM; 340,000 tested, 0.61% active; AID 504692; in the data active = activation mostly above about 9.5%, no sharp cut-off; inactive = mostly below about 7.6%;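 also: 0% = cells with vehicle only and 100% = reference agonist; strong numbers were not always called active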
C-LANA FP: inhibitors of KSHV LANA C-terminal domain DNA binding; AID 504423; inhibition, % at 9 µM; MBP-C-LANA/FAM-LBS DNA binding, fluorescence polarization; 340,000 tested, 0.078% active;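 active = highest replicate inhibition at or above 60% at 9 µM, even if other replicates fall short; inactive = all replicates below 60% inhibition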;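 also: 0% = neutral control wells and 100% = 4 µM acridine orange control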
An asterisk follows results filed as active; . = not tested or not shown.

SMILES | V-ATPase pHluor | Keap1 Nrf2 FP | Cardiac RTF inh | cardiac RTF act | MOR-DOR ag | OPRM1-OPRD1 inv | HTR5A inv ctr | CAL PDZ FP | HTR5A ag ctr | C-LANA FP
CC(=O)c1ccc(N2CCN(S(=O)(=O)c3cccc(S(=O)(=O)N4CCOCC4)c3)CC2)cc1 | -2 | -3 | -25 | -3 | -1.6 | 8 | -23 | 0 | 3 | 0.0
Cc1cc(C)c2nc(NNC(=O)c3ccc(S(=O)(=O)N4CCCCC4)cc3)sc2c1 | -2 | 3 | -8 | 6 | 1.5 | -8 | -37 | 1 | -1 | 0.2
Cc1cc2cc(CN(Cc3ccco3)S(=O)(=O)c3c(C)ccc4nsnc34)c(=O)[nH]c2cc1C | 1 | -5 | 0 | 2 | 4.5 | -23 | 11 | 1 | -4 | 0.7
Cc1ccc(-n2ncc3c(NCc4ccco4)ncnc32)cc1C | 0 | -7 | 4 | -3 | -1.6 | 7 | 3 | -2 | -1 | 0.1
CN(CC(=O)Nc1ccc(S(=O)(=O)N2CCCC2)cc1)CC(=O)Nc1ccc(F)c(F)c1F | 0 | -1 | -5 | 7 | -0.9 | 4 | -10 | -4 | 4 | -1.8
COc1ccc(CCC(=O)NNC(=O)c2cc(Cl)ccc2OC)cc1OC | -2 | -1 | -1 | 2 | -0.4 | 3 | 10 | 4 | -4 | 0.8
CCn1c(/C=C/c2ccccc2F)nc2ccccc2c1=O | -2 | -2 | -3 | 3 | 2.2 | -12 | -21 | -3 | 8 | -1.2
O=C(NC1CC2CCCC(C1)N2C(=O)Nc1ccccc1)c1ccncc1 (stereo unspecified) | 0 | -1 | 1 | 3 | -3.1 | 19 | -1 | 25 | 1 | 2.6
Cc1cc(N2CCN(c3ccccc3)CC2)n2ncnc2n1 | -3 | 4 | -9 | 0 | -1.6 | 7 | 11 | -4 | 5 | -0.1
COc1ccc(CCNC(=O)COC(=O)c2ccc(C)s2)cc1 | -3 | 1 | -4 | 6 | -2.6 | 10 | -1 | . | 1 | 0.2
COc1ccc(-c2noc(CCC(=O)NCC3CCCO3)n2)cc1OC (stereo unspecified) | 0 | -2 | -5 | 6 | -2.9 | 15 | 18 | -4 | -5 | 0.1
Nn1c(Cc2cccc3ccccc23)nnc1SC1CCOC1=O (stereo unspecified) | -2 | 0 | -2 | -2 | -0.4 | 2 | 1 | -3 | 6 | -0.8
COc1cccc(NC(=O)Cn2nnc(C(=O)Nc3cc(Cl)ccc3OC)c2N)c1 | -1 | -1 | -4 | 4 | 4.2 | -22 | 3 | -2 | 1 | 0.9
COc1c2c(nc3occc13)C(CC=C(C)C)(OC)C(OC(C)=O)CC2 (stereo unspecified) | 4 | 1 | -2 | -1 | 1.8 | -10 | -8 | 1 | 0 | -0.1
COc1ccc(CCC2(C)NC(=O)N(C(C)C(=O)N3c4ccccc4CC3C)C2=O)cc1 (stereo unspecified) | -4 | 3 | -1 | 2 | -4.4 | 16 | -17 | -13 | -1 | 0.5

3 compounds already listed, arranged by their value in OPRM1-OPRD1 inv, low to high.
mol	V-ATPase pHluor	Keap1 Nrf2 FP	MOR-DOR ag	OPRM1-OPRD1 inv	CAL PDZ FP	C-LANA FP
CCn1c(/C=C/c2ccccc2F)nc2ccccc2c1=O	-2	-2	2.2	-12	-3	-1.2
Cc1cc(C)c2nc(NNC(=O)c3ccc(S(=O)(=O)N4CCCCC4)cc3)sc2c1	-2	3	1.5	-8	1	0.2
Nn1c(Cc2cccc3ccccc23)nnc1SC1CCOC1=O (stereo unspecified)	-2	0	-0.4	2	-3	-0.8

(cont.)
SMILES | V-ATPase pHluor | Keap1 Nrf2 FP | Cardiac RTF inh | cardiac RTF act | MOR-DOR ag | OPRM1-OPRD1 inv | HTR5A inv ctr | CAL PDZ FP | HTR5A ag ctr | C-LANA FP
O=C(Nc1ncccc1O)c1cccc(S(=O)(=O)N2CCc3ccccc32)c1 | 2 | 2 | -10 | -3 | -2.7 | 15 | 18 | -3 | -7 | 1.0
NCCCn1c(C(=O)c2cc(Cl)c(N)c(Cl)c2)c2ccccc2[n+]1[O-] | -2 | 1 | 3 | -4 | -0.8 | 4 | 8 | 6 | -6 | -0.4
COc1ccc(-c2ccc3c(c2)[C@@H]2C[C@H](N(C)C(=O)Nc4ccccc4)[C@H]([C@H](C)O)C(=O)N2CC3)cc1 | 1 | -4 | -11 | 3 | . | . | . | -5 | . | -1.4
COc1ccc(S(=O)(=O)N(C)C[C@H]2Oc3ccc(NC(=O)Cn4cnnn4)cc3C(=O)N([C@H](C)CO)C[C@@H]2C)cc1 | -1 | -2 | -7 | 9 | -0.2 | 1 | -10 | 2 | 3 | 3.6
NC(=O)CC(NC(=O)c1cccc(Br)c1)c1ccc(N2CCN(c3ccc(F)cc3)CC2)c([N+](=O)[O-])c1 (stereo unspecified) | 5 | 1 | -13 | 1 | 0.4 | -2 | 4 | 3 | -2 | -0.5
O=C(Oc1ccc[nH]c1=O)c1cc([N+](=O)[O-])cc([N+](=O)[O-])c1 | -3 | -5 | -7 | -2 | 6.2 | -30 | -21 | -1 | 6 | 1.4
Cc1cccc(NC(=S)N(C)C2CCCCC2)c1 | 8 | -4 | 1 | 0 | -0.9 | 4 | -10 | 6 | 4 | 0.3
Cn1c(/C=C/c2cccc(Br)c2)nc2ccccc2c1=O | 4 | -1 | -5 | -1 | 1.0 | -5 | -4 | -3 | 1 | 0.6
COc1ccc(-c2cc(C(=O)OCC(=O)N3CCOCC3)c3ccccc3n2)cc1 | 1 | 1 | 0 | -2 | -2.2 | 12 | 1 | -2 | 0 | 0.7
COc1ccc(NC(=O)/C=C/c2ccc(Br)o2)cn1 | -1 | -1 | -5 | -2 | 1.4 | -8 | 9 | -2 | -4 | 4.1
CC1(C)CC(NCCN2CCN(C3=CC(=C(C#N)C#N)CC(C)(C)C3)CC2)=CC(=C(C#N)C#N)C1 | 6 | -5 | -8 | 9 | -0.1 | 1 | 14 | 4 | -5 | 2.9
COc1ccc(NC(=O)c2ccc3c(c2)OCO3)cc1S(=O)(=O)N1CCOCC1 | -1 | -5 | -12 | 1 | -0.8 | 3 | -9 | 6 | 0 | -0.5
COc1ccc(C(=O)Nc2nnc(CCc3ccccc3)s2)c(OC)c1 | -2 | 2 | -8 | 4 | 0.0 | 0 | 1 | -2 | 0 | -0.4
Clc1ccccc1CN(Cc1ccco1)Cc1nnnn1C1CCCC1 | 0 | -4 | 6 | 5 | 1.8 | -11 | 0 | -1 | -1 | 0.1
COc1ccc2sc(-c3ccccc3OC)c(-c3ccc(OC)nc3)c2c1 | 1 | -10 | -1 | 5 | 0.3 | -1 | 3 | 4 | -6 | -0.7
CCN1C(=O)c2cccc3c(N)ccc1c23 | -4 | -2 | -1 | -3 | 0.4 | -2 | -10 | -7 | 3 | 0.1
CC(=O)NC12CC3CC(C1)CC(C(=O)Nc1cccc(S(=O)(=O)N4CCCCCC4)c1)(C3)C2 | -1 | 0 | -4 | -3 | 0.5 | -2 | -8 | 194* | 3 | -0.3
O=C(O)c1c(C(=O)O)c(-c2ccc(Br)cc2)n2c1CSC2 | 2 | -1 | -3 | -6 | -1.6 | 7 | 3 | 3 | -1 | -0.1
COC(=O)c1cc(-c2ccc(S(=O)(=O)N3CCCC(C)C3)cc2)c(C(F)(F)F)s1 (stereo unspecified) | 3 | -2 | 7 | 3 | -2.3 | 11 | 18 | -4 | -6 | 2.0
CC[N+]1=CN(c2ccccc2)C(C)=CC1(C)C | -3 | 2 | -6 | -5 | 0.0 | 0 | -22 | -1 | 0 | 2.6
Cn1nc(C(=O)OCC(=O)Nc2ccccc2[N+](=O)[O-])c2ccccc2c1=O | 0 | -8 | -6 | 2 | -0.8 | 3 | 5 | 3 | -2 | -0.7
O=C(CCCN1C(=O)/C(=C/c2ccco2)SC1=S)Nc1ccccc1 | 1 | 0 | -15 | 2 | 3.2 | -17 | 3 | 0 | 2 | 0.1
CC(=O)Nc1ccc(S(=O)(=O)NN=CCCc2ccccc2)cc1 | 0 | 2 | -4 | -4 | -2.9 | 14 | -4 | 2 | 1 | -3.3
O=C1[C@@H]2Cc3c([nH]c4ccccc34)C(c3cccc([N+](=O)[O-])c3)N2C(=O)CN1C1CCN(Cc2ccccc2)CC1 (stereo partly specified) | -1 | -3 | -14 | 5 | 0.7 | -3 | -5 | -4 | 1 | -1.5
CCCCCOC(=O)CSc1nc2c(c(=O)[nH]c(=O)n2C)n1CCc1ccccc1 | 3 | -3 | -12 | -5 | 0.2 | -1 | 17 | -4 | 0 | 0.4
CCOc1ccc(NC(=O)CN(C)C(=O)c2ccc(N3CCOCC3)c([N+](=O)[O-])c2)cc1OCC | -2 | -2 | -4 | 0 | 0.4 | -3 | -1 | 0 | 0 | 1.9
CCOC(=O)c1cc(N2CCCCC2)nc2ccccc12 | 2 | -6 | -1 | 1 | 6.0 | -31 | 10 | -3 | -3 | -1.3
O=C(CCC1COc2ccccc2O1)Nc1ccc(Cl)cn1 (stereo unspecified) | 5 | -4 | 0 | 0 | 2.6 | -15 | -5 | -6 | 2 | -3.4
CCN(CC)C(=O)c1sc(NC(=O)c2ccc3c(c2)OCO3)c(C#N)c1C | -11 | -2 | -2 | 2 | -1.7 | 9 | -3 | -2 | 3 | -1.1
O=C(O)c1ccccc1-c1nc2ccccc2c(=O)[nH]1 | -1 | 1 | -5 | -5 | -2.5 | 16 | -5 | -4 | 3 | -1.9
CCNC(=S)Nc1nc2c(cc1C(=O)OCC)CCCC2 | 0 | -9 | -1 | 1 | 0.4 | -2 | 3 | -4 | 2 | -1.7
CS(=O)(=O)N(Cc1ccc(C(=O)Nc2ccccc2Sc2ccccc2)cc1)c1ccccc1 | -2 | -4 | -5 | 7 | -1.5 | 9 | -23 | -1 | 8 | -0.8

In the list so far, 2 have a cyano group.
SMILES | V-ATPase pHluor | Keap1 Nrf2 FP | Cardiac RTF inh | cardiac RTF act | MOR-DOR ag | OPRM1-OPRD1 inv | HTR5A inv ctr | CAL PDZ FP | HTR5A ag ctr | C-LANA FP
CC1(C)CC(NCCN2CCN(C3=CC(=C(C#N)C#N)CC(C)(C)C3)CC2)=CC(=C(C#N)C#N)C1 | 6 | -5 | -8 | 9 | -0.1 | 1 | 14 | 4 | -5 | 2.9
CCN(CC)C(=O)c1sc(NC(=O)c2ccc3c(c2)OCO3)c(C#N)c1C | -11 | -2 | -2 | 2 | -1.7 | 9 | -3 | -2 | 3 | -1.1

Source: PubChem
